Bioassay records: PubChem, National Center for Advancing Translational Sciences (NCATS)
KDM5B inh = blocks human KDM5B histone demethylase activity. Q9UGL1. KDM5B demethylase, FDH-coupled NADH fluorescence (FDH is formaldehyde dehydrogenase). Potency, µM (top dose mostly 57.7 µM), for inactives: at the highest dose activity change, negative = inhibition, usual class: inhibitors. actives 2.6% (n = 220,000). AID 1347165; active means well fitted inhibition curve with a large enough effect; inconclusive means small, poorly fitted or top-dose-only effect; inactive means no such curve, though single readings can be large or run the other way; further: 0% is about no effect; nearly all actives have a fitted effect of over 70% in size
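qHTS format, multiple compound concentrations. Buffer 50 mM HEPES pH 7.5/0.01% Tween-20; 200 nM KDM5BΔAP final; 10 min compound preincubation; substrate-mix levels 12.5 µM peptide, 25 µM α-KG, 0.25 mM NAD⁺; 30 min RT; ΔRFU.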
Active calls of the source: *; i = inactive; ? = inconclusive; & = joins results of further samples; [ ] = dose if it differs, or a comment. Potency means the concentration at half of the fitted maximal effect. This is a subset. The share of hits here may be higher or lower than overall.

SMILES | KDM5B inh
O=C1Nc2ccc(Br)cc2C1=Nc1cccnc1 | ?
CCN(C(=O)COC(=O)Cc1n[nH]c(=O)c2ccccc12)c1ccc(F)cc1 | 13%
CCC(C(=O)NCCc1ccccc1)n1nc(C)c2sc3ccccc3c2c1=O (centres undefined) | ?
O=C1CCc2cc(OC(=O)c3ccc4c(c3)NC(=O)CS4)ccc2N1 | -6%
O=Cc1cccn1-c1ccc(I)cc1 | 18%
Cc1ccc(C(=O)N2CCN(c3nc4ccccc4o3)CC2)cc1 | 9%
CCCNc1c(NC(=O)c2cccc(C)c2)c(=O)oc2ccccc12 | 10%
CCOc1nc2ccccc2nc1N1CCC(C(=O)Nc2ccc(C)c(Cl)c2)CC1 | 5%
CC(C)c1noc(-c2cn(C3CCN(C(=O)c4cccc5[nH]ccc45)CC3)nn2)n1 | 28µM*
CC(=O)N[C@H]1[C@H](O)[C@H](O)C[C@@H]1c1ccc(C(F)(F)F)cc1 | -5%[86.2 µM]
CCOC(=O)/C=C/C(=O)Nc1ccc(-c2nnc3n2CCCCC3)cc1 | 6%
CCOC(=O)c1sc2ccccc2c1S(=O)(=O)N1CCN(c2cc(C)ccc2C)CC1 | -21%
CCOCCn1c(SCC(=O)O)nc2c1c(=O)[nH]c(=O)n2C | 12%
O=[S+]([O-])(c1ccccc1)N1CC(Oc2ccc(F)cc2F)C1 | 17%[149 µM]
O=C(NNC(=O)C1CCCc2ccccc21)c1ccc(F)cc1 (centres undefined) | -4%
COc1ccc2[nH]c(C[C@@H]3C[C@@H](C(C)C)[C@H](CNC(=O)c4cnccn4)C=C3C)nc2n1 | ?
Cc1ccc(CCNC(=O)Cn2c(-c3cccs3)cc3ccccc32)cc1 | ?
Cc1cc(C(=O)N2CC(F)(F)C[C@H]2c2nc(C3CC3)no2)ccn1 | 4%
Cc1ccc(NC(=O)N2CCCCCCN(C)C(=O)CC2)cc1C | -19%
O=C(CCn1c(=O)c2cccn2c2cccnc21)N1CCN(c2ccc(Cl)cc2)CC1 | -10%
CCOc1ccc(C2Cn3nnc(-c4nc(-c5ccc(C)c(C)c5)no4)c3CO2)cc1 (centres undefined) | 18%
CNc1snc(C)c1C(=O)N(C)CCOc1ccc(F)cc1 | -4%
CN(Cc1ccccc1)c1oc(/C=C/c2ccc(F)cc2)nc1C#N | i
C/C(=N\O)c1ccc(OCCCCCOc2ccc(/C(C)=N/O)cc2)cc1 | ?
FC(F)Oc1ccc(NC(=S)NC2CCCCCCC2)cc1 | 20%
COCCCNC(=O)N1CCC2(CC1)CN(C(C)=O)CC2COC (centres undefined) | -33%
CCn1c(SCc2nc(-c3ccccc3)oc2C)nc2c(=O)[nH]cnc21 | 3%
COc1ccc(C(=O)NNC2=NS(=O)(=O)c3ccccc32)cc1OC | ?
COC(=O)c1cc(OC(=O)c2ccccc2)cc(C(=O)OC)c1 | -7%
Cc1cc(F)ccc1NC(=O)CCSc1nc(-c2ccco2)cc(C(F)(F)F)n1 | i[11.5 µM]
Clc1ccc(-c2cnc([C@@H]3COCCN3C3CCCCC3)[nH]2)cc1 | 0%[86.2 µM]
Cc1ccc2nc(CSc3nnc(NC(=O)COc4ccccc4)s3)cc(=O)n2c1 | 5%
C[C@H](N)C(=O)N1CCC(n2nccc2NC(=O)Nc2cccc(F)c2)CC1 | ?
CCc1ccccc1NC(=O)CSc1ncc2c(n1)-c1ccccc1N(Cc1ccc(C)cc1)S2(=O)=O | 7%
COC(=O)CCC1CCCC/C1=N/O (centres undefined) | 21%
CC(C)NC(=O)[C@H]1O[C@H](CCN2CCN(c3ccc(F)cc3)CC2)CC[C@@H]1O | 22%[86.2 µM]
O=C(NCc1ccccc1)c1nn(Cc2ccccc2)c(=O)c2ccccc12 | -6%
COc1ccc(CCC(=O)N2CCCN(S(=O)(=O)c3ccccc3)CCC(=O)NCC2)cc1 | -21%
Cc1ccc(-n2c(C3CCN(C(=O)Cc4ccccc4F)CC3)n[nH]c2=O)cc1 | 13%
CSc1ccc(CNC(=O)c2ccc3c(c2)N(C)C2CCCCN2C3=O)cc1 (centres undefined) | ?
CCCN1CCCC12Cc1ccccc1CN(C(=O)CCNC(C)=O)C2 (centres undefined) | -23%[115 µM]
CCC(=O)N1CCOc2ccc(CN3CCCCC3)cc2C1 | 7%
COc1cccc(NC(=O)CC2CCCCN(C)C2=O)c1 (centres undefined) | 21%
COc1cc(OC)c(Nc2nc3ccccc3nc2NS(=O)(=O)c2cccc(C)c2)cc1Cl | 16%
O=C(c1ccncc1)N1CCC(c2noc(-c3cnccn3)n2)C1 (centres undefined) | -1%
Cc1sc2nc(CN3CCOCC3)nc(Sc3nnnn3C3CCCC3)c2c1C | 4%
O=C(c1ccc2c(c1)N(C(=O)c1ccccc1)CC2)N1CCN(c2cccc(Cl)c2)CC1 | ?
COc1cc(-c2nc3cc4[nH]c(=O)[nH]c4cc3[nH]2)cc(OC)c1O | i
COc1ccccc1OCC(=O)N(Cc1ccc(N(C)C)cc1)CC1CCCO1 (centres undefined) | ?
COc1cccc(NC(=O)Cn2c(=O)n(-c3cccc(OC)c3)c(=O)c3sc4ccccc4c32)c1 | ?
CC(C)N(CCNC(=O)c1cc2cc(F)ccc2[nH]1)C(C)C | ?
O=C(CCCCC(=O)NNC(=S)NC1CC1)NNC(=S)NC1CC1 | -14%
O=C(Nc1cccnc1)C1=C(c2ccccc2)S(=O)(=O)CCO1 | 11%
Cc1ccc(CN2CC[C@@H]3OCC(=O)N(Cc4ccccc4)[C@H]3CC2)o1 | ?
Cc1ccccc1CNC(=O)c1nn(C)c(=O)c2ccccc12 | 10%
Cn1c([C@H]2CCN(C(=O)COc3ccccc3)C2)nc2ccccc21 | -30%[86.2 µM]
COc1ccccc1-c1nc(C(=O)N2CCOCC2)n2ccncc12 | 100µM*
CC(C)N1CCc2c(C#N)c(NCc3ccccc3)n3cnnc3c2C1 | ?
COc1ccc(S(=O)(=O)N(CCc2ccccc2)CC(=O)NCc2ccc(C)cc2)cc1 | -12%
O=C(CCS(=O)(=O)c1cc(Br)cc2c1N(C(=O)C1CC1)CC2)N1CCN(c2ccc(F)cc2)CC1 | -27%

(more compounds)
SMILES | KDM5B inh
N#CCSC1=Nc2ccccc2CS1 | 2%
COc1ccc(Cl)cc1NC(=O)Cn1c2c(c(=O)n1-c1ccccc1)Cc1cccc(OC)c1O2 | -16%
Cc1onc(-c2ccccc2Cl)c1-c1nc(-c2ccc(Br)cc2)no1 | -15%
Cc1ccc(-c2noc([C@@H]3C[C@@H](O)CN3C3CCN(C)CC3)n2)cc1F | 10%[86.2 µM]
COc1ccc(-c2noc(CN(C(=O)c3cc(OC)c(OC)cc3OC)C(C)C)n2)cc1 | ?
O=C(Nc1ccc(Oc2ccccc2)cc1)N[C@H]1CO[C@H]2[C@@H]1OC[C@@H]2n1cc(-c2ccccn2)nn1 | -25%
COc1cccc(CC(=O)Nc2ccc(-c3nc4ccccc4s3)cc2Cl)c1 | ?
CC(=O)Nc1cccc(C(=O)N(C)C(C)c2cccs2)c1 (centres undefined) | 12%
Cc1nc(-c2c3n(c(=O)n(CC(=O)Nc4ccc(F)c(Cl)c4)c2=O)CCCC3)no1 | -13%
COc1cc(-c2noc(-c3ccc(NC4CCCC4)c([N+](=O)[O-])c3)n2)cc(OC)c1OC | 4%
CCOc1ccc2c(n1)CCN(C(=O)c1ccco1)C2 | ?
CCCNC(=O)CN(C)Cc1nc(-c2ccccc2)oc1C | ?
CN1CCCCC1CCNC(=O)c1ccc(N2CCOCC2)nc1 (centres undefined) | 18%
Cc1ccccc1NC(=O)c1ccc(F)c(S(=O)(=O)N(C)C2CCCCC2)c1 | ?
Cc1ccc(CN(C)C2CCc3ccccc32)cc1 (centres undefined) | -11%[86.2 µM]

Quoted at random: two compounds from above, in no set order.
SMILES | KDM5B inh
Cc1onc(-c2ccccc2Cl)c1-c1nc(-c2ccc(Br)cc2)no1 | -15%
Cc1nc(-c2c3n(c(=O)n(CC(=O)Nc4ccc(F)c(Cl)c4)c2=O)CCCC3)no1 | -13%

Later entries
smiles | KDM5B inh
O=C(Nc1cccc(Br)c1)N1CCC(CN2CCCCC2)CC1 | 14%
COCc1cc(=O)n(CC(=O)NCc2cccc(OC)c2)c(N2CCOCC2)n1 | ?
Cc1ccc(CCNC(=O)CN2C(=O)COc3ccc(S(=O)(=O)N4CCC(C)CC4)cc32)cc1 | -7%
COCCC1CCCCN1Cc1cn(-c2ccccc2)nc1-c1ccc2c(c1)OCO2 (centres undefined) | ?
O=c1c2ccccc2n2c(-c3ccc(Cl)cc3)nnc2n1CCc1ccccc1 | -24%
COc1cccc(-c2nc3cc4c(cc3cc2CN2CCCOCC2)OCO4)c1OC | 28µM*
O=C(OC/C=C/c1ccccc1)C1=NN(C2CCS(=O)(=O)C2)C(=O)CC1 (centres undefined) | -2%
CN(CC(=O)NCc1nc(-c2ccccc2)no1)S(=O)(=O)c1ccc2ccccc2c1 | -17%
COc1ccc(CN2CCCC(C(=O)N3CCc4ccccc4C3)C2)cc1OC (centres undefined) | -15%
CCOc1ccccc1NC(=O)NCCn1c(=O)oc2ccc(C)cc21 | 6%&22%

Ordered by heavy-atom count (largest number first): some entries from above
smiles | KDM5B inh
Cc1ccc(CCNC(=O)CN2C(=O)COc3ccc(S(=O)(=O)N4CCC(C)CC4)cc32)cc1 | -7%
CN(CC(=O)NCc1nc(-c2ccccc2)no1)S(=O)(=O)c1ccc2ccccc2c1 | -17%
COCc1cc(=O)n(CC(=O)NCc2cccc(OC)c2)c(N2CCOCC2)n1 | ?

Other structures.
smiles | KDM5B inh
CC(=O)NC(=S)Nc1ccc(NC(=O)c2cccc(Cl)c2)cc1 | 12%
CC(=O)Nc1cccc(NC(=O)c2nc(-c3ccccc3)oc2C)c1 | 20%
CCCSc1nc2c(c(=O)[nH]1)C(c1ccc(C)o1)C1=C(CCCC1=O)N2 (centres undefined) | ?
COc1cccc(CNC(=O)CCn2cnc3ccccc3c2=O)c1 | ?
O=C(NCC(=O)N1CCN(S(=O)(=O)/C=C/c2ccccc2)CC1)c1ccc(Cl)cc1 | 25%
CCOC(=O)c1nnn(C(CC)C(=O)Nc2c(C)cccc2C)c1C(=O)OCC (centres undefined) | 16%
Cc1nc(C2CC(O)C2)cc(N(C)Cc2nccn2Cc2ccccc2)n1 (centres undefined) | 25%
CCc1ccc(OCC(O)CN2CCN(c3ccc(OC)cc3)CC2)cc1 (centres undefined) | ?
CC1(C)Cc2ccccc2C(CSc2nc3c(c(C(F)(F)F)n2)CC(C(C)(C)C)CC3)=N1 (centres undefined) | 17%
O=c1cc(N2CCN(c3ccc(F)cc3)CC2)[nH]c(=O)n1-c1cccc(Br)c1 | -42%

Exported field by field: four of the compounds above
CCOC(=O)c1nnn(C(CC)C(=O)Nc2c(C)cccc2C)c1C(=O)OCC (centres undefined)
  KDM5B inh = 16%

Cc1nc(C2CC(O)C2)cc(N(C)Cc2nccn2Cc2ccccc2)n1 (centres undefined)
  KDM5B inh = 25%

CCc1ccc(OCC(O)CN2CCN(c3ccc(OC)cc3)CC2)cc1 (centres undefined)
  KDM5B inh = ?

CC1(C)Cc2ccccc2C(CSc2nc3c(c(C(F)(F)F)n2)CC(C(C)(C)C)CC3)=N1 (centres undefined)
  KDM5B inh = 17%

The list continues:
smiles | KDM5B inh
COc1cccc(CC(=O)N[C@H](Cc2ccccc2)C(=O)N2CCOCCNC(=O)CC2)c1 | -13%
CC(C)NC(=O)NC1CCCc2c1cnn2-c1ccc(F)cc1F (centres undefined) | 3%
CC(C)CCN1CCCCCCNC(=O)[C@@H]2CCC[C@@H]21 | 10µM*
O=C(NCc1ccccn1)c1ccc2nccn2c1 | 32µM*
O=S(=O)(Cc1ccc(Cl)cc1)N1CCN(Cc2ccc3c(c2)OCO3)CC1 | 23%
COC(=O)CN1CCCC1Cc1ccc(OC)cc1 (centres undefined) | 11%
CCCCn1c(SCC(=O)Nc2ccc(OCC)cc2)nc2ccsc2c1=O | -11%
Cn1c(=O)c2c(nc(NCc3cccs3)n2Cc2ccc(Cl)cc2)n(C)c1=O | -8%
N#Cc1ccc(C(=O)NC2CCN(c3ccccc3)C2=O)cc1 (centres undefined) | 34%
CCc1ccc(OCC(=O)Nc2ccc3oc(-c4ccc(OC)cc4)nc3c2)cc1 | -25%
CC(C)(CN1CCOCC1)CN1CCCN(Cc2cccnc2)CC1 | -35%
CC(C(=O)N(C)Cc1ccccc1)N(c1ccc(Oc2ccccc2)cc1)S(C)(=O)=O (centres undefined) | -2%
CCc1nc2ccc(C(=O)N3CCN(c4cc(Cl)ccc4C)CC3)cc2nc1CC | ?
O=C(N[C@H]1CCOC[C@H]1C1CCOCC1)c1cc(=O)[nH]c2ccc(F)cc12 | 22µM*
CCCCCCCCCCCCS(=O)(=O)CCS(=O)(=O)OCC(F)(F)C(F)F | -1%
CCN1C(=O)C2CC3(CCN(Cc4cnn(CC)c4C)CC3)CN2C1=O (centres undefined) | -7%
CCc1c(C)sc(NC(=O)c2cc(-c3cccc(C)c3)nc3ccccc23)c1C#N | 18%
Cc1ccc(C(=O)NC2CCN(C(=O)c3cc4c(=O)[nH]c(C)cn4n3)CC2)cc1 | ?
COc1ccc(OC)c(C2CC(=O)Nc3c(-c4ccccc4)nsc32)c1 (centres undefined) | 6%
COc1ccc(NC(=O)Cc2cc(Cl)c3c(c2)OCCCO3)cc1S(=O)(=O)N(C)C | 9%
c1ccc(N2CCN(c3nc(N4CCCC4)c4nccnc4n3)CC2)cc1 | 12%
Nc1ccnn1C1CCCCC1 | 22%
Cc1ccc2oc(-c3cccc(NC(=O)c4cccc5c(Cl)cccc45)c3)nc2c1 | 8%
COCCn1c(C)cc(C(=O)CSc2nnc(Nc3ccccc3F)s2)c1C | -19%
COC(=O)c1ccc(C2c3c(-c4ccccc4O)n[nH]c3C(=O)N2Cc2cccnc2)cc1 (centres undefined) | 4%&-9%
CCc1ccc(C(=O)OCC(=O)NC(=O)NC(C)C)cc1 | 13%
CCCCCn1c(COc2ccc(C(C)(C)C)cc2)n[nH]c1=S | -24%
